A549 viability – kills or reduces viability of A549 cells in Nrf2 counter-screen. A549 ARE-Fluc cells, CellTiter-Fluor viability, 18-24 h. Potency, µM (series often up to 46 µM), inactives show top-dose activity change, negative = cytotoxicity, usual class: inhibitors. hit rate 0.16% among 390,000; also: % is scaled to controls: 0 for no effect and ±100 for the full control effect
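A549 ARE_Fluc cells in 5% FBS OPTI-MEM were exposed to compounds in concentration-response for 18-24 h at 37 deg C. Viability was read by CellTiter-Fluor fluorescence (Ex 405/Em 525) after 30 min, before the luciferase read.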
Nrf2 activator – activators of Nrf2 (ARE) signaling | Potency, µM (titrated, usually from 46.1 µM), without a hit: top-dose activation, hits mostly activators | AREc32 ARE-luciferase reporter (MCF7-derived line), luminescence, 24 h | hit rate 0.31% among 410,000; also: % of control where 0% means no effect; nearly all actives have a fitted effect of over 65% in size
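Cells of the AREc32 ARE-luciferase line are plated in OPTI-MEM containing 5% FBS and left overnight at 37 deg C. Compounds are pinned in, incubation continues 24 hr, and firefly luciferase signal is then measured.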
EPAC2 antag – blocks human EPAC2 exchange factor | Q8WZA2 | EPAC2 GEF exchange of Rap1B-BODIPY-GDP, fluorescence | Potency, µM (highest dose often 114 µM), inactives show top-dose activity, negative = inhibition, most hits filed as inhibitors | hit rate 0.18% among 360,000 | AID 720708; also: % is scaled to controls: 0 for no effect and ±100 for the full control effect; nearly all actives have a fitted effect of over 45% in size; many of its hits are not listed in these tables
Target sequence (Q8WZA2 whole entry, looked up): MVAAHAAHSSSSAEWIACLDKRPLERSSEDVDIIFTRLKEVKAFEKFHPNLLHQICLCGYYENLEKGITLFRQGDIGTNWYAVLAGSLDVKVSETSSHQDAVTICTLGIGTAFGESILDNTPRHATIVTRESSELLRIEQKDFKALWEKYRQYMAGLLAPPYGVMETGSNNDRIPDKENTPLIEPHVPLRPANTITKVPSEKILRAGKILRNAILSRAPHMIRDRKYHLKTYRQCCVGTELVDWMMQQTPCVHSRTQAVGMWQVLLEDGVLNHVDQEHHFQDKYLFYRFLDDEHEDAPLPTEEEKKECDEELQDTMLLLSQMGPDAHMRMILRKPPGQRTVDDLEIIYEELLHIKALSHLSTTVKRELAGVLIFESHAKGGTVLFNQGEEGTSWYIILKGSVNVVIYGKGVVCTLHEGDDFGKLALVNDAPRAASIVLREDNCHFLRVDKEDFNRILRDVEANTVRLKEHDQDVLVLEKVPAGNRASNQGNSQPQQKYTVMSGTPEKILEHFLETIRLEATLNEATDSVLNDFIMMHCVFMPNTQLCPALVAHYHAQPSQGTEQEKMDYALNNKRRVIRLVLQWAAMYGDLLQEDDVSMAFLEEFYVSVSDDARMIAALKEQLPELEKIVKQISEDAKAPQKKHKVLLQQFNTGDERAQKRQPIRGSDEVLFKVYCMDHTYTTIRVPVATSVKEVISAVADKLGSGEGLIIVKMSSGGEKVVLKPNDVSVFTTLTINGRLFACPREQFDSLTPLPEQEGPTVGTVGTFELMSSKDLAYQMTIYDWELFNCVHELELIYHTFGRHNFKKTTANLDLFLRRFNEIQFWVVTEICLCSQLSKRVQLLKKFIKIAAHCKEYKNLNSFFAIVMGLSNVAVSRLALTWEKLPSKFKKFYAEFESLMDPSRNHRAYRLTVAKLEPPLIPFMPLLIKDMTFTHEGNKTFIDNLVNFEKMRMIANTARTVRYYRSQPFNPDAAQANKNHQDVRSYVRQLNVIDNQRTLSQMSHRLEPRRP
Nrf2 inh – blocks Nrf2 signaling | A549 ARE-Fluc reporter, luciferase luminescence, 18-24 h | Potency, µM (titrated, usually from 46 µM), for inactives: at the top dose activity change, negative = inhibition, usual class: inhibitors | hit rate 2.1% among 360,000 | AID 504444; also: % is scaled to controls: 0 for no effect and ±100 for the full control effect; nearly all actives have a fitted effect of over 60% in size
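Quantitative HTS in A549 cells stably bearing an antioxidant response element-firefly luciferase construct. Inhibition of Nrf2-driven transcription was scored by luminescence after 18-24 h of compound exposure at 37 °C.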
TGFb inhibitor – inhibitors of TGF-b signaling. HepG2 CAGA-GFP TGF-b/SMAD3 reporter, GFP fluorescence, 18 h; TGF-beta stimulated, 500 pg/mL final. Potency, µM (top dose mostly 46.1 µM), without a hit: at the top dose activity, negative = inhibition, actives largely listed as inhibitors. AID 588855. hit rate 1.2% among 410,000; also: % is scaled to controls: 0 for no effect and ±100 for the full control effect; nearly all actives have a fitted effect of over 65% in size
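TGF-beta reporter screen: HEPG2 CAGA-GFP, 1% FBS, 500 pg/mL TGF-beta final, 18 h; per-cell GFP summed per well; curves fitted and categorized by class.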
ATXN2 expr inh – ATXN2 expression inhibition; Potency, µM (titrated, usually from 57 µM), for inactives: at the top dose activity change, negative = inhibition, hits mostly inhibitors; hit rate 0.72% among 360,000; HEK-293 ATXN2-luciferase reporter, luminescence, 24 h; also: % is scaled to controls: 0 for no effect and ±100 for the full control effect; nearly all actives have a fitted effect of over 55% in size
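qHTS (up to 57 uM final) was run with 24 h compound exposure of reporter cells at 37 °C. Each well was multiplexed: SteadyGlo luminescence measured ATXN2-luciferase expression after a fluorogenic Gly-Phe-AFC viability readout (25 uM final).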
MCF10A rerep – inducers of DNA re-replication in MCF 10A breast cells | Potency, µM (doses to about 46.1 µM), for the others: at the highest dose activity, positive = re-replication, usual class: activators | hit rate 2.9% among 350,000 | MCF 10A DNA re-replication, Hoechst nuclear intensity, 48 h; also: % of control where 0% means no effect; nearly all actives have a fitted effect of over 50% in size
HepG2 tox – kills HepG2 cells in TGF-b inhibitor counter-screen; HepG2 CAGA-GFP viability, ATP luminescence, 18 h; Potency, µM (doses to about 46.1 µM), for the others: at the highest dose activity change, negative = cytotoxicity, hits mostly cytotoxic; hit rate 0.76% among 410,000; AID 588856; also: some results filed as inactive show a strong effect at the top dose
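HepG2 CAGA-GFP cells (1000/well, DMEM with 1% FBS) received compound, then TGF-beta at 500 pg/mL final, and were incubated 18 hours at 37 degrees C. Viability was read by CellTiter-Glo luminescence. Media-only wells were set as complete cell-killing and DMSO as no toxicity.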
ATXN viability – cell viability loss in ATXN counter-screen; S2 cells (HEK-293 line with an ATXN2-luciferase reporter) viability, CellTiter-Fluor protease fluorescence, 24 h; Potency, µM (highest dose often 56.7 µM), most hits filed as cytotoxic; hit rate 0.49% among 400,000; also: nearly all actives have a fitted effect of over 40% in size
* marks the source's active call; other numbers are inactive results; i = inactive; ? = inconclusive; . = no result given; [ ] = another dose, or the depositor's remark. Calls follow the shape of the dose curve; as a rule, active = well fitted curve in the direction sought with a large enough effect; inconclusive = small, poorly fitted or top-dose-only effect, or another doubt; inactive = no such curve, though single readings can be large; an effect the other way counts as inactive or inconclusive. Potency is read from the fitted curve at half-maximal effect. This is a subset; rates above refer to the full screens.

SMILES | A549 viability | Nrf2 activator | EPAC2 antag | Nrf2 inh | TGFb inhibitor | ATXN2 expr inh | MCF10A rerep | HepG2 tox | ATXN viability
COc1ccc2c(c1)c1ncn(CC3CCCO3)c(=O)c1n2C (configuration not stated) | 1% | 0.4% | 7% | -3% | -7% | -9% | -24% | 6% | i
CSc1ccccc1C(=O)N1CCCCC1 | -3% | -0.4% | 5% | 5% | 7% | 5% | 1% | 1% | i
Cc1cc(C)c(C(=O)COC(=O)CN2C(=O)NC3(CCCC3)C2=O)cc1C | ? | -0.2% | -9% | -29% | 14% | 5% | 1% | -10% | i
C[C@H]1CN([C@@H](C)CO)S(=O)(=O)c2ccc(Br)cc2O[C@H]1CN(C)C(=O)Cc1ccncc1 | . | -0.1% | 4% | . | 12% | 5% | . | 5% | i
Cc1nc2sccn2c1-c1nc(-c2cc3ccccc3o2)cs1 | 11% | 15% | -4% | 2% | -24% | 1% | ? | -17% | i
N#Cc1cccc(C#N)c1Oc1ccc(N)cc1 | 8% | 5.1% | 5% | -10% | -11% | -18% | -3% | -18% | i
COc1ccc(C23CC4CC(CC(C(=O)O)(C4)C2)C3)c(F)c1 | -4% | 1.7% | 9% | -19% | -11% | 3% | 3% | -26% | i
O=C(Nc1ccccc1F)C1(c2ccccc2)CC1(Cl)Cl (configuration not stated) | -4% | -0.2% | 1% | 2% | ? | 1% | ? | 2% | i
COc1ccc(C(=O)C2CCCN(S(=O)(=O)c3cccc(C)c3)C2)c(C)c1 (configuration not stated) | 0% | -0.5% | -2% | ? | -10% | -23% | 10% | 2% | i
Fc1ccc(/C=C2\CCCC3=C2Nc2ncnn2C3c2ccc(F)cc2)cc1 (configuration not stated) | ? | -3.0% | -18% | ? | ? | 25µM* | 5.8µM* | -98% | 18µM*
Cc1ccc(S(=O)(=O)NCC(c2ccc(N(C)C)cc2)N2CCc3ccccc32)cc1C (configuration not stated) | 0% | 3.6% | . | . | -13% | 5% | . | -4% | i
COc1cc2c3nc4n(c(=O)c3n(CC(=O)N3CCCC3)c2cc1OC)CCS4 | 5% | -0.8% | 1% | -2% | -3% | -8% | -2% | -1% | i
N#Cc1cc[n+](CC(=O)c2ccc(NC(=O)c3ccccc3)cc2)cc1 | 2% | 5.4% | 17% | 18% | 11% | . | -1% | -5% | i
Nc1c(N(Cc2ccccc2)C(=O)COc2cccc(Cl)c2)c(=O)[nH]c(=O)n1Cc1ccccc1 | -6% | -0.1% | 10% | -2% | -35% | -9% | ? | -51% | i
CCNc1ccc(C(=O)OCC(=O)NCc2ccc(C)cc2)cc1[N+](=O)[O-] | -2% | 0.3% | 10% | -7% | 0% | -2% | 5% | -8% | ?

A different layout for three compounds above.
| compound | A549 viability | Nrf2 activator | EPAC2 antag | Nrf2 inh | TGFb inhibitor | ATXN2 expr inh | MCF10A rerep | HepG2 tox | ATXN viability |
| --- | --- | --- | --- | --- | --- | --- | --- | --- | --- |
| COc1cc2c3nc4n(c(=O)c3n(CC(=O)N3CCCC3)c2cc1OC)CCS4 | 5% | -0.8% | 1% | -2% | -3% | -8% | -2% | -1% | i |
| N#Cc1cc[n+](CC(=O)c2ccc(NC(=O)c3ccccc3)cc2)cc1 | 2% | 5.4% | 17% | 18% | 11% | . | -1% | -5% | i |
| Nc1c(N(Cc2ccccc2)C(=O)COc2cccc(Cl)c2)c(=O)[nH]c(=O)n1Cc1ccccc1 | -6% | -0.1% | 10% | -2% | -35% | -9% | ? | -51% | i |

Gathered by group: the entries above containing an aryl methoxy group
SMILES | A549 viability | Nrf2 activator | EPAC2 antag | Nrf2 inh | TGFb inhibitor | ATXN2 expr inh | MCF10A rerep | HepG2 tox | ATXN viability
COc1ccc2c(c1)c1ncn(CC3CCCO3)c(=O)c1n2C (configuration not stated) | 1% | 0.4% | 7% | -3% | -7% | -9% | -24% | 6% | i
COc1ccc(C23CC4CC(CC(C(=O)O)(C4)C2)C3)c(F)c1 | -4% | 1.7% | 9% | -19% | -11% | 3% | 3% | -26% | i
COc1ccc(C(=O)C2CCCN(S(=O)(=O)c3cccc(C)c3)C2)c(C)c1 (configuration not stated) | 0% | -0.5% | -2% | ? | -10% | -23% | 10% | 2% | i
COc1cc2c3nc4n(c(=O)c3n(CC(=O)N3CCCC3)c2cc1OC)CCS4 | 5% | -0.8% | 1% | -2% | -3% | -8% | -2% | -1% | i

The results go on:
SMILES | A549 viability | Nrf2 activator | EPAC2 antag | Nrf2 inh | TGFb inhibitor | ATXN2 expr inh | MCF10A rerep | HepG2 tox | ATXN viability
CCN1CCN(CCCNC(=O)C2c3ccccc3C(=O)N(c3ccc(OC)cc3)C2c2ccc(OC)cc2)CC1 (configuration not stated) | -8% | -0.1% | -2% | 1% | 1% | -2% | 1% | -11% | ?
O=C(NNC(=O)c1ccc(F)cc1F)c1ccc(-n2cnnn2)cc1 | 11% | -1.4% | 2% | 20% | 1% | 0% | -1% | -4% | i
CCN1CCCC1CNCc1ccccc1OCc1ccc(F)cc1 (configuration not stated) | -3% | -0.2% | 15% | 11% | 35%[activator] | -14% | -7% | 0% | ?
Cc1cccc(NC(=O)CSc2nnc(Cc3ccccc3)o2)c1 | 0% | 1.9% | -27% | 8% | 4% | -22% | -56%[inhibitor] | 7% | i
Cc1occc1C(=O)N/N=C/C(Br)=C/c1ccccc1 | -16% | 16µM* | -2% | ? | -4% | 43%[activator][11.3 µM] | 17% | -6% | i
CCCCC(=O)Nc1c2c(nn1-c1ccc([N+](=O)[O-])cc1)CS(=O)(=O)C2 | 0% | -0.5% | 4% | -8% | -9% | 7% | -5% | -12% | i
Cc1ccc(NC(=O)COC(=O)C2CCN(c3ccc(C(F)(F)F)cn3)CC2)cc1 | -3% | 0.5% | -16% | 13% | 11% | 4% | 42% | 10% | i
CC(=O)c1c(C)[nH]c(C2=NNC(=NC(C)(C)C)SC2)c1C | -7% | 8.8% | 8% | ? | -2% | 54%[activator] | 8% | -5% | i
COc1cc(C(=O)NC(=S)N(CCc2ccccc2)CCc2ccccc2)cc(OC)c1OC | -4% | -0.7% | 1% | ? | ? | -38% | ? | -24% | ?
CN1N=C2c3ccccc3CCC2C1c1ccc(C(F)(F)F)cc1 (configuration not stated) | -2% | 0.8% | 3% | 13% | 1% | 0% | ? | -6% | i
Cc1cccc(Cn2c(SCC(=O)Nc3ccccc3)nc3c2c(=O)[nH]c(=O)n3C)c1 | 0% | -0.6% | 2% | ? | 1% | -8% | 0% | -14% | i
CCOc1cc(C=O)c(Br)cc1OC1CCCC1 | 6% | 0.0% | 8% | 1% | -8% | -4% | 0% | -30% | i
Cc1cccnc1NC(=O)C1COc2ccccc2O1 (configuration not stated) | 0% | 2.8% | 3% | 1% | 15% | -17% | -23% | 1% | i
Cc1ccccc1OCC(=O)OCC(=O)c1cc(C)n(C2CC2)c1C | -3% | -0.5% | 6% | 9% | -18% | 14% | -3% | 0% | ?
O=C(c1ccco1)N1CCN(c2nc3ccccc3c(=O)n2-c2ccccc2)CC1 | . | -0.3% | 17% | ? | 0% | -23% | 12% | -2% | i
O=C(OCCN1C(=O)c2ccccc2C1=O)c1ccc(S(=O)(=O)N2CCCCCC2)cc1 | -1% | -0.4% | -3% | 5% | -1% | -6% | 4% | 1% | i
CCOc1ccc(S(=O)(=O)Nc2cc(Cl)ccc2OC)c2cccnc12 | -19% | 8.6% | . | ? | ? | -25% | . | -27% | i
COc1ccc(Cl)cc1NC(=O)C1CCN(S(=O)(=O)c2ccc3c(c2)CCCN3C(=O)C2CCC2)CC1 | -8% | 0.1% | . | . | 6% | 14% | . | -2% | ?
CCN(CC)C1CCCCC1NS(=O)(=O)c1ccc(Cl)cc1 (configuration not stated) | 0% | -0.8% | -5% | -3% | 0% | -10% | 3% | -5% | i
O=C(NC1CCN(Cc2ccccc2)CC1)c1cccc(S(=O)(=O)Nc2cc(C(F)(F)F)ccc2Cl)c1 | -28% | 3.7% | -20% | ? | -25% | -10% | ? | -34% | i
O=C(COCc1cc(-c2ccco2)on1)Nc1ccc(OC(F)(F)F)cc1 | 0% | 13% | . | 50% | 18% | 4% | . | 0% | i
COc1cc(C(=O)NNC(=O)C2CCCC2)cc(OC)c1OC | -6% | 0.3% | 2% | 6% | -12% | -6% | -17% | -1% | i
CCOc1ccc(-c2[nH]ncc2Oc2ccccc2OC)c(O)c1 | -12% | 3.6% | -19% | -14% | ? | -9% | 7% | -49% | i
CCOC(=O)C1C(C)=C(Nc2ccc(OC)cc2)C(=O)N1c1ccc(OC)cc1 (configuration not stated) | -2% | -0.4% | 3% | 9% | -23% | 5% | 0% | 6% | i
CC(O)c1nc2ccccc2n1CC(=O)Nc1ccc(F)cc1Cl (configuration not stated) | -18% | 0.2% | 2% | -4% | 1% | -24% | -1% | -20% | i
C/C(CC(=O)Nc1ccc2c(c1)OCCO2)=N\NC(=O)c1ccccc1Cl | 7% | 1.7% | -1% | 9% | 0% | 17% | -14% | -22% | i
O=C(O)CC(NNC(=O)c1ccccc1)C(=O)Nc1ccc([N+](=O)[O-])cc1 (configuration not stated) | 1% | 7.5% | 11% | 29% | -18% | -9% | 0% | -31% | i
CCc1ccccc1N(C)C(=O)Cn1cnc2sc(C)c(S(=O)(=O)N3CCN(c4ncccn4)CC3)c2c1=O | 1% | -0.3% | . | -9% | -10% | 8% | . | -9% | ?
CCCCN1CC(=O)N2[C@H]3c4ccccc4OC[C@@H]3[C@H](C(=O)OCC)[C@]2(C)C1=O | -1% | -1.4% | 1% | 10% | ? | 7% | ? | -2% | i
COCCNC(=O)C1(C)C=CC2(CCCCC2)N1C(=O)c1ccccc1 (configuration not stated) | -7% | -0.9% | 18% | 23% | -3% | 18% | 2% | 5% | i

Assay outcomes (PubChem)
